Hep lipid drop: inhibitors of hepatocyte lipid droplet formation, primary screen, imaging, high-throughput imaging, BODIPY stain. AML12 mouse hepatocytes, oleate lipid droplets. inhibition, % at 6.5 µM. 240,000 compounds, 0.4% hits;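 active = lipid droplet intensity inhibited by at least 50%, with more than 500 cells counted; inconclusive = wells with under 300 cells, treated as cytotoxic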
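Assay system: AML12 hepatocytes (mouse) / Also added: 100 µM oleic acid challenge / Times: overnight treatment with compound plus oleate / Detection: high-content imaging of BODIPY-stained droplets and DAPI nuclei / Evaluation: % inhibition of lipid droplet signal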
UTI89 phage lysis: inhibition of K1F phage lysis, E. coli UTI89, bacterial capsule biogenesis inhibitors, alamar blue (AID 488966) | E. coli UTI89 K1F phage lysis, alamar blue, 2 h; higher % means a stronger effect | one-dose inhibition, % at 100 µM; IC50 in µM for titrated hits | 340,000 compounds, 0.02% hits;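 active = phage lysis inhibition, versus mean bacterial control, above a set limit; inconclusive = no clear call, values can overlap the other calls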;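 note: capsule biogenesis inhibitors block K1F phage lysis so surviving cells raise fluorescence; higher fluorescence means more inhibition of phage lysis; actives were called in the ten point dose series up to 300 µM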
SIAH1 antagonists: Siah-1 peptide-binding antagonists, primary screen, biochemical, fluorescence polarization, rhodamine-plectin, uHTS (AID 1817) | E3 ubiquitin-protein ligase SIAH1 (Homo sapiens) | one-dose displacement, % at 20 µM; IC50 in µM for titrated hits | Siah-1 / rhodamine-plectin peptide fluorescence polarization; higher % means a stronger effect | 290,000 compounds, 0.02% hits;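 active = displacement of at least 50% at 20 µM, with a fluorescence ratio check between 0.3 and a set limit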;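 note: plate controls were Siah plus tracer with DMSO for no effect and tracer alone without Siah for full effect; strong numbers were not always called active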
Hep lipid drop cells 6.5 µM: also measured in Hep lipid drop; calls as there; cell count; measured here: cell count, cytotoxicity flag;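 cells counted across two imaged fields per well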
* = called active by the depositor; i = inactive; ? = inconclusive; · = no result given; [ ] = remark or other dose.

SMILES	Hep lipid drop	Hep lipid drop cells 6.5 µM	UTI89 phage lysis	SIAH1 antagonists
Cc1cccc(NC(=O)C2C3C=CC(O3)C2C(=O)O)c1C (stereo not given)	14	848	-2.8%	-1%
CC(NC(=O)CNC(=O)Cc1cccc2ccccc12)c1ccc(S(N)(=O)=O)cc1 (stereo not given)	13	734	1.3%[50 µM]	-5%
COc1cccc(NC(=O)CNC(=O)c2ccc(C)o2)c1	0	793	-0.2%	3%
Cc1ncsc1C(=O)Nc1cccc(C(F)(F)F)c1	-12	824	0.2%	1%
Cn1c(=O)c2c(SCC(=O)NCc3ccco3)nc(-c3ccccc3Cl)nc2n(C)c1=O	-23	813	-0.1%	12%
O=C(c1c[nH]c2ccccc12)C(Cl)c1ccccc1 (stereo not given)	3	413	0.0%	-1%
Cn1c(=O)c2c(SCC(=O)N3CCCC3)nc(-c3ccccc3)nc2n(C)c1=O	-1	797	0.1%	3%
Cc1ccc(C)c(NC(=O)CSc2cccc3cccnc23)c1	-6	836	0.1%	-2%
CC1CCN(C(=O)c2ccc(NC(=O)c3cccs3)cc2)CC1	1	825	-0.1%	8%
COCc1nnc(NS(=O)(=O)c2ccc(F)cc2)s1	-1	834	0.0%	-2%
CCOc1ccc(C(=O)Cc2cc3cccc(OC)c3oc2=O)cc1	0	838	0.0%	3%
OCCN(CCCn1c(-c2ccncc2)nc2ccccc21)c1nc(CN2CCCCC2)cs1	-4	718	0.5%	8%
O=C(/C=C/c1ccc(OC(F)F)cc1)Nc1cccc(S(=O)(=O)N2CCOCC2)c1	0	785	0.4%[50 µM]	-1%
CCN(CC(=O)Nc1ccccc1OC)C(=O)CSCc1c(C)noc1C	2	826	0.9%[50 µM]	6%
Cc1ccc(N(C(=O)c2csnn2)C(C(=O)NC2CCCC2)c2ccccn2)cc1 (stereo not given)	21	794	-0.2%	3%
CC(C)Cc1ccc(C(C)C(N)=NCCc2ccccc2)cc1 (stereo not given)	-14	830	1.7%[50 µM]	-2%
C=Cn1cc[n+](CC(=O)c2ccc(Cl)c(Cl)c2)c1	4	774	-1.0%	0%
CCc1ccc(N2CCN(CCNC(=O)Nc3ccccc3)CC2)cc1	-7	804	0.1%	0%
COc1cc(/C=N/NC(=O)c2ccc(N)cc2)ccc1OC(=O)c1cccc(C)c1	11	879	-0.5%[50 µM]	-1%
CN(C)S(=O)(=O)c1ccc(C(=O)Nc2cccc(C(=O)N3CCOCC3)c2)cc1	0	847	-0.1%	1%

Three neighbouring records out of the list so far, quoted:
SMILES	Hep lipid drop	Hep lipid drop cells 6.5 µM	UTI89 phage lysis	SIAH1 antagonists
CCc1ccc(N2CCN(CCNC(=O)Nc3ccccc3)CC2)cc1	-7	804	0.1%	0%
COc1cc(/C=N/NC(=O)c2ccc(N)cc2)ccc1OC(=O)c1cccc(C)c1	11	879	-0.5%[50 µM]	-1%
CN(C)S(=O)(=O)c1ccc(C(=O)Nc2cccc(C(=O)N3CCOCC3)c2)cc1	0	847	-0.1%	1%

Next compounds follow:
SMILES	Hep lipid drop	Hep lipid drop cells 6.5 µM	UTI89 phage lysis	SIAH1 antagonists
Cc1cccc(SC2CCN(C(=O)C3CCC(=O)N(C4CC4)C3)CC2)c1 (stereo not given)	-2	751	-0.1%	1%
COc1cc(/C=N/n2nnnc2N)ccc1OC(C)=O	2	808	0.0%	-2%
Cc1ccccc1C(=O)Oc1cccc2c(O)cccc12	4	826	-0.1%	7%
Cc1ccc(NC(=O)c2cc(-c3ccc4c(c3)OCO4)on2)cc1	9	767	0.3%	-1%
C=CCn1cccc(C(=O)Nc2ccc(Cl)cc2)c1=O	20	617	-0.1%	1%
Cc1ccc(C(=O)NCC(=O)N2CCc3ccccc3C2)cc1C	23	855	0.0%	2%
Cc1ccc(S(=O)(=O)N(C)C)cc1NC(=O)C(C)NC(C)c1cccs1 (stereo not given)	-5	733	0.3%	-2%
O=C(CNC(=O)[C@@H]1Cc2ccccc2CN1)NC1CCCC1	20	717	0.2%	0%
COc1ccc(-c2noc(C3CCCN(C(=O)c4c(F)cccc4F)C3)n2)cc1OC (stereo not given)	8	795	0.0%	-1%
O=C(CN(C(=O)c1csnn1)c1cccc(C(F)(F)F)c1)NCCc1ccccc1	12	703	i	0%
CCOc1ccc(CN(C)C(=O)c2ccc(=O)[nH]c2)cc1	-19	712	0.0%	-3%
COc1ccc(C(=O)Nc2ccc3c(c2)C(=O)N(C)C3=O)cc1OC	9	716	1.3%	-1%
COc1ccc(OC)c(CNC(=O)C2CCN(S(=O)(=O)N3CCC(C)CC3)CC2)c1	-13	761	0.5%	4%
COc1ccc(C(CNC(=O)C(CCSC)NC(=O)c2ccccc2OC)N2CCCCC2)cc1 (stereo not given)	-8	643	0.0%	1%
CC1CN(C(=S)NC(=O)c2ccccc2)CC(C)O1 (stereo not given)	-7	623	0.8%[50 µM]	11%
Cc1ccc(-c2nc(CSCC(=O)NCC3CCCO3)c(C)o2)cc1 (stereo not given)	20	765	0.3%	4%
N#CC[C@H](c1ccccc1)N1CCN(Cc2ccccc2)CCC1=O	-3	808	3.2%	-2%
CC(C)c1c(C(=O)N/N=C/c2ccc(OCc3ccccc3)cc2)nnn1-c1nonc1N	-4	718	0.1%	5%
Cc1cc(OCC(=O)NCC2CCC(C(=O)O)CC2)c2c(C)c(Cc3ccccc3)c(=O)oc2c1 (stereo not given)	-6	803	5.2%	1%
Cc1cccc(C)c1NS(=O)(=O)c1c(C(=O)N2CCCCC2)c(C)n(C)c1C	-5	743	-0.1%	-3%

Pulled by compound from the list above, 3 records:
SMILES	Hep lipid drop	Hep lipid drop cells 6.5 µM	UTI89 phage lysis	SIAH1 antagonists
Cc1cc(OCC(=O)NCC2CCC(C(=O)O)CC2)c2c(C)c(Cc3ccccc3)c(=O)oc2c1 (stereo not given)	-6	803	5.2%	1%
CC1CN(C(=S)NC(=O)c2ccccc2)CC(C)O1 (stereo not given)	-7	623	0.8%[50 µM]	11%
Cc1ccc(-c2nc(CSCC(=O)NCC3CCCO3)c(C)o2)cc1 (stereo not given)	20	765	0.3%	4%

(cont.)
SMILES	Hep lipid drop	Hep lipid drop cells 6.5 µM	UTI89 phage lysis	SIAH1 antagonists
Cn1c(=O)c2c(nc(SCc3ccc(C(=O)O)cc3)n2C)n(C)c1=O	0	812	0.1%	3%
C=CCc1cccc(/C=N/NC(=O)COc2ccc(-n3cnnn3)cc2)c1O	9	752	0.0%	13%
COc1cccc(N2CCN(C(=O)c3ccc(CS(=O)c4ccccc4Cl)o3)CC2)c1 (stereo not given)	?	·	0.2%	2%
CCc1ccc(CN2CCCC(C(=O)Nc3ccc(-c4cscn4)cc3)C2)o1 (stereo not given)	-23	731	i	0%
COCCCC1CCN(C(=O)C2CCC(=O)N(CCc3cccc(F)c3)C2)CC1 (stereo not given)	0	654	0.0%	4%
COc1ccccc1N1CCN(CCCCOc2ccc(C)cc2C)CC1	-1	782	-0.2%	1%
COc1ccc(-c2c(C)c3ccc(O)cc3oc2=O)cc1	5	706	2.0%	8%
Cc1cc(C)c[n+](CC(=O)c2ccc(C)c([N+](=O)[O-])c2)c1	3	749	0.3%	8%
O=C(Nc1ccc(Nc2ccccc2)cc1)c1ccccc1F	26	830	-1.9%	-2%
COc1cccc(CNC(=O)c2ccc(C3SCCS3)cc2)c1	-15	702	0.2%	8%
COC(=O)COc1c(/C=C\c2nc(O)c([N+](=O)[O-])c(=O)[nH]2)cccc1OC	-3	794	-0.2%	8%
O=C(O)c1ccc(Cl)c(S(=O)(=O)Nc2ccccc2Cc2ccccc2)c1	-6	767	-0.1%	2%
CCn1cc(CN2CCN(C)C(CCO)C2)c2ccccc21 (stereo not given)	-2	750	1.9%	9%
CC1CCCCN1CCCNC(=O)c1ccc2nc(N3CCCCC3)sc2c1 (stereo not given)	-3	722	6.2%	0%
O=C(CN1CCCC1)Nc1ccc(OC(F)(F)F)cc1	-3	799	0.1%	3%
O=C(Nc1nnc(S(=O)(=O)N2CCCC2)s1)c1ccccc1Br	1	757	-2.5%	-4%
CCOc1ccc(/C=C/C(=O)N2CCOCC2)cc1OC	-8	803	0.8%	-3%
Cn1c(=O)c2c(nc(SCc3ccccc3F)n2C)n(C)c1=O	-31	760	0.1%	-4%
CN(C)c1ccc(NC(=O)CN2C3CCCC2CC(NC(=O)c2ccccc2)C3)cc1 (stereo not given)	-2	799	-0.1%	-4%
COc1ccccc1CCCNC(=O)C1CCC(=O)N(CCc2ccc(Cl)cc2)C1 (stereo not given)	-2	776	-0.6%[50 µM]	7%
CCC(C)[C@H]1COCCS(=O)(=O)N1Cc1ccccc1F (stereo not given in full)	-18	735	-0.5%	1%
CN1CCN(CCc2nc3cc(NC(=O)COc4ccc(Cl)cc4)ccc3n2C)CC1	-13	634	0.1%	-5%
O=C(Nc1cccc(Cl)c1)Nc1cnccn1	1	803	0.0%	2%
COCCN(C(=O)COC(=O)c1ccccc1Oc1ccccc1)c1c(N)n(Cc2ccccc2)c(=O)[nH]c1=O	5	710	1.6%[50 µM]	-4%
Nc1n[nH]c(N)c1N=Nc1ccccc1F	-7	822	-0.2%	3%
OC(CNCC1COc2ccccc2O1)COc1ccccc1F (stereo not given)	2	755	0.2%	1%
Cc1ccc(S(=O)(=O)NCCC(=O)NC(C)c2ccccc2)cc1 (stereo not given)	27	772	0.1%	2%
Cc1ccc(NC2CCCN(C(=O)c3ccc4[nH]ccc4c3)C2)cc1C (stereo not given)	-4	802	-0.4%[50 µM]	-5%
CCOc1ccc(NC(=S)N2CCC(NC(=O)c3ccccc3C)CC2)cc1	9	782	0.3%	8%
CN(C)c1ccc(NC(=O)CN2CCc3ccccc3C2)cc1	-8	717	0.4%	1%
O=C1CCCN1CCCNc1nc2c(S(=O)(=O)c3ccccc3)nnn2c2ccc(Cl)cc12	-41	752	0.2%	0%
O=C(COc1ccccc1Br)Nc1ccc2c(c1)OCCCO2	6	735	0.4%	-4%
CCc1nc(Nc2cc(OC)ccc2OC)c2oc3ccccc3c2n1	12	823	0.1%	6%
Cc1cc(C)cc(NC(=O)CCCn2nc(C)c3c(C)n(-c4ccccc4)nc3c2=O)c1	-1	737	0.2%	1%
Cc1ccc(C)c(N(CC(=O)NC(C)(C)C)C(=O)CCC(=O)Nc2nccs2)c1	-7	835	-0.4%	2%
CCOC(=O)C1(CCOc2ccccc2)CCN(Cc2cccc(OC)c2O)CC1	-2	811	0.4%	0%
CCOc1ccccc1N(C(=O)c1snc(C(N)=O)c1N)C(CC)C(=O)NC1CCCC1 (stereo not given)	?	·	0.1%	-3%
COc1cccc(/C=C2\Sc3ccc(C(=O)NCC4CCCO4)cc3N(C)C2=O)c1 (stereo not given)	-13	706	-0.3%	-3%
O=C(Nc1ccc(-n2cc(Cl)cn2)cc1)c1ccncc1	2	799	-0.3%	5%
O=C(c1cc(-c2ccc(Br)cc2)n[nH]1)N1CCN(C(=O)c2ccccc2Br)CC1	-24	691	0.1%	-5%
CS(=O)(=O)c1ccc2nc(NC(=O)c3ccccc3)sc2c1	-2	800	0.1%	4%
Cc1sc(NC(=O)CN(C(=O)c2ccccc2F)C2CCCC2)c(C(N)=O)c1C	0	809	0.1%	6%
Cc1ccc(NS(=O)(=O)c2cccc3cccnc23)c(Br)c1	11	854	0.0%	-8%
Cc1cc(NC(=O)CCN2CCC(C)CC2)ccc1Br	-47	806	0.9%	0%
COc1ccc(NC(=O)CCCC(=O)NCCc2ccc(OC)c(OC)c2)cc1	-8	861	0.3%	2%
CC12CCC(C(=O)NNC(=O)c3ccccc3)(OC1=O)C2(C)C (stereo not given)	-5	868	0.5%	-1%
CN(C(=O)Cc1c(C(=O)O)n(C)c2ccccc12)c1cccc(C(F)(F)F)c1	-2	820	-0.4%[50 µM]	-2%
Cc1ccc(NC(=O)c2cccnc2)cc1C	3	786	0.8%	5%
COc1ccc(/C=N\NC(=O)c2ccccc2)cc1COc1ccccc1	1	814	0.1%	0%
COC(=O)c1ccc(Cn2nc(-c3ccccc3)ccc2=O)cc1	-8	805	-0.1%[50 µM]	-2%

Three entries from above, ordered by the number in SIAH1 antagonists, lowest first:
Structure | SIAH1 antagonists
CC12CCC(C(=O)NNC(=O)c3ccccc3)(OC1=O)C2(C)C (stereo not given) | -1%
Cc1cc(NC(=O)CCN2CCC(C)CC2)ccc1Br | 0%
Cc1ccc(NC(=O)c2cccnc2)cc1C | 5%

Some of the compounds tested; the hit share may differ from the screen's.
